mcGAS inh: mouse cGAS inhibition by luminescence; Q8C6L5; recombinant cGAS, Kinase-Glo ATP depletion luminescence; inhibition, % at 12.5 µM; 160,000 tested, 0.15% active; AID 1259399;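 also: 0% = negative control wells and 100% = reference inhibitor with no enzyme activity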
hcGAS lum: inhibitors of human cGAS | inhibition, % at 12.5 µM | recombinant h-cGAS, ATP depletion, Kinase-Glo luminescence | 290,000 tested, 0.081% active | Q8N884;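 also: 0% = vehicle reaction and 100% = reaction without DNA for no activity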
Target sequence (Q8N884 whole entry, looked up): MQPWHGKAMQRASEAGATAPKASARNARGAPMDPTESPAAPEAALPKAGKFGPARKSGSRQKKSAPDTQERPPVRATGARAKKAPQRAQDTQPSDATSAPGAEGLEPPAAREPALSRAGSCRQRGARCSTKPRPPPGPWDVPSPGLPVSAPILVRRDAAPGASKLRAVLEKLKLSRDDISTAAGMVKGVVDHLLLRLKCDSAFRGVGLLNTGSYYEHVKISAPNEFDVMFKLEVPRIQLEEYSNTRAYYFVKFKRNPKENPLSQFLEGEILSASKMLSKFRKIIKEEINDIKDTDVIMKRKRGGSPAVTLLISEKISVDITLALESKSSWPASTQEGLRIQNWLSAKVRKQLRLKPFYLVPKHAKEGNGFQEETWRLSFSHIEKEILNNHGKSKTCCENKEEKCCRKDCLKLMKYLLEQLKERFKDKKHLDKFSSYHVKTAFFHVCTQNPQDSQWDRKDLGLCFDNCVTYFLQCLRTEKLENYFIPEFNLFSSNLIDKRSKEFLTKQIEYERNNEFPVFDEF
NPYLR7 ag: mosquito NPYLR7 agonism | activation, % at 10 µM | 270,000 tested, 0.15% active | HEK293T NPYLR7/Galpha15, GCaMP6s calcium fluorescence; in the data active = activation above about 40%;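 also: 0% = vehicle and 100% = reference agonist at the receptor; some compounds past the cut are filed as inactive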
* = called active by the depositor; x = no result given; & = joins results of further samples. Rule as the data show it, unless noted: active = inhibition above about 40%; inactive = the rest.

SMILES	mcGAS inh	hcGAS lum	NPYLR7 ag
COCC(=O)N1CCN(c2ccc(Oc3ccccc3)cc2)C(=O)C1C (stereo not given)	-4	-5	2
O=C(C1=Cc2ccccc2OC1)N(Cc1cccnc1)c1ccc(F)cc1	x	-14	13
Cc1[nH]c2ccc(CNC(=O)c3n[nH]c4c3CC(C)CC4)cc2c1C (stereo not given)	-13	-3	x
CCN1CCN(C(c2ccccc2)C2Sc3nc(C)nn3C2=O)CC1 (stereo not given)	x	0	7
COC(=O)[C@H](Cc1ccc(OC)cc1)NC(=O)[C@@H]1CNCCN1C(C)=O	-8	-6	-1
COc1cccc(-c2ccccc2NC(=O)C2CCN(CC(C)c3ccccc3)CC2)c1 (stereo not given)	-10&-2	-9&-5	0&8
COc1ccc(C2c3ccsc3CCN2CC(=O)N2CCN(S(=O)(=O)c3ccc(Cl)c([N+](=O)[O-])c3)C(C)C2)cc1 (stereo not given)	-4	-4	-14
CCCCCc1nnc(NC(=O)CCn2nc(-c3cccs3)oc2=O)s1	4	13	-3
CC1c2cccn2CCN1C(=O)c1ccccc1N1CCOCC1 (stereo not given)	-11	2	4
CC(C)(C)C(=O)Nc1c(-c2cccc(F)c2)nc2ccccn12	-9	-3	5
CC(=O)c1ccc2c(c1)Sc1ccccc1N2CCCN1CCN(CCO)CC1	x	-3	7
CC1CCN(S(=O)(=O)N2CCCC(C(=O)O)C2)CC1 (stereo not given)	x	-6	6
CC(C)N1CCN(Cc2cccc3cnccc23)CC1CCO (stereo not given)	x	0	1
Cc1nc2c(s1)CCCC2Nc1nccc(-c2cc(C(=O)O)ccn2)n1 (stereo not given)	x	-5	11
O=C(Cc1cc(F)cc(F)c1)N1CCC(n2c(-c3ccccc3)nc3ccc(F)cc32)CC1	-4	-1	9
O=C(c1csc2nc(-c3ccccc3)cn12)N1CCOCC1	x	-9	3
Nc1nnc(N2CCN(C3CCCCC3)CC2)s1	-5	-11	x
Cc1c(C)n2c3c(=O)n(CC(C)C)c(=O)n(C)c3nc2n1-c1ccccc1	-9	-3	5
CCCn1c(SCC(=O)C(C)(C)C)n[nH]c1=O	x	-3	1
CCN(CC)c1cc2nonc2c2nonc12	-4	-3	3
CC(=O)OCc1c(C)cc(C)c(/C=N\O)c1C	x	-2	1
COCCNc1nc(SC)nc2c1cnn2CCNC(=O)Cc1ccc(Cl)cc1	-6	-5	x
CCOC(=O)N1CCN(C(=O)Cc2c(C)nc(SCc3ccccc3F)[nH]c2=O)CC1	-12	-10	-10
CCn1c2ccccc2c2cc(Nc3cccc(-c4ccc5ccccc5c4)n3)ccc21	3	4	-7
O=C1N=C2OC(C(=O)N3CCCCC3)=CN2CCN1	x	-11	0
CCOc1ncccc1CN1CCCC(C(=O)NCCC2=CCCCC2)C1 (stereo not given)	-6	-2	13
O=C(c1ccc(-c2ccccc2F)o1)N1CCN(S(=O)(=O)c2c(Cl)cccc2Cl)CC1	-8	-1	1
CSc1nc(NC(C)C)c2cnn(CCNC(=O)C3CCCC3)c2n1	-6	-4	x
CCOC(=O)C(C#N)=C1C=C(C)N(c2ccc(OC)cc2[N+](=O)[O-])C(C)=C1	x	3	-4
COc1cccc(Cn2cccc2CN(C(=O)CN(CC(C)C)C(=O)/C=C/c2ccccc2)C(C)(C)C)c1	-4	-1	9

Rewritten with values under each structure: part of the list above.
Screens in order – mcGAS inh	hcGAS lum	NPYLR7 ag
- CCCn1c(SCC(=O)C(C)(C)C)n[nH]c1=O
    x	-3	1
- COCCNc1nc(SC)nc2c1cnn2CCNC(=O)Cc1ccc(Cl)cc1
    -6	-5	x
- CSc1nc(NC(C)C)c2cnn(CCNC(=O)C3CCCC3)c2n1
    -6	-4	x
- Nc1nnc(N2CCN(C3CCCCC3)CC2)s1
    -5	-11	x
- CCOC(=O)C(C#N)=C1C=C(C)N(c2ccc(OC)cc2[N+](=O)[O-])C(C)=C1
    x	3	-4

Further entries
SMILES	mcGAS inh	hcGAS lum	NPYLR7 ag
Cc1ccc2nc(CN(C)Cc3ccnc(C(C)C)n3)[nH]c2c1	x	-8	5
CN(C)CCNc1oc(-c2ccc(COc3ccc(Cl)cc3)o2)nc1C#N	-8	-8	0
Cc1ccc(C)c(CC(=O)N2CCC(n3c(C)nc4cc(C(F)(F)F)ccc43)CC2)c1	-6	-5	1
CS(=O)(=O)N1CCN=C1SCc1ccc(C(F)(F)F)cc1	-8	-6	9
Nc1nccc(N2CCOC(C(F)(F)F)C2)n1 (stereo not given)	-15	-4	x
CN(Cc1ccc(F)cc1)C(=O)C1CCN(C(=O)c2ccc(F)cc2)CC1	-8	-10	1
CCC(c1ccccc1)C1CCCN1C(=O)C(C)NC(=O)c1ccc(Br)s1 (stereo not given)	x	-17	-7
O=C(c1cc(COc2ccc(-n3cncn3)cc2)on1)N1CCCCO1	x	-9	1
O=C(NCC1(c2cccc(F)c2)CCOCC1)c1cn[nH]n1	-12	-2	2
COC(=O)c1ccc(C(=O)OC)c(NC(=O)C2CC2)c1	-9	-5	-4
COc1cccc(Cn2c(=O)c(C(=O)NCC3CCCO3)nn(-c3cc(C)cc(C)c3)c2=O)c1 (stereo not given)	-7	-3	1
CSc1ccc(Cn2c(C)c(C(=O)NCc3ccc(C#N)cc3)sc2=O)cc1	x	4	6
CSc1nc(N)c2c3c(sc2n1)COC(C(C)C)C3 (stereo not given)	0	1	1
CC(C)c1cncnc1N1CCC2(CCNCC2)CC1	x	-4	6
COC(=O)C(C)Nc1cc(C)ccc1C (stereo not given)	x	-9	16
CC(C)Cc1c(-c2ccccc2)ncn1Cc1ccncc1	-14	-3	22
Oc1c(Cl)cc(Cl)c2ccc(N/N=C\c3ccc(OC(F)(F)F)cc3)nc12	-4	-1	-6
Cc1[nH]nc2c1C(c1ccccc1)CC(c1ccccc1)=C2 (stereo not given)	x	-1	-1
CC(=O)[C@@H]1C[C@H](CC(=O)NCCCOc2cccc([N+](=O)[O-])c2)C1(C)C	2	-2	-26
Cc1cc(Br)ccc1NC(=O)c1ccc(S(=O)(=O)NCC2CCCO2)cc1 (stereo not given)	-13	-2	1
O=C(Cn1ncc2ccccc21)N1CCC(n2cc(-c3ccccn3)nn2)CC1	x	1	-4
CCc1nnc(-c2cc3ccccc3n2CC)o1	-10	-5	-10
CCc1nc2n(n1)C(=O)C(C(c1ccc(C(C)C)cc1)N1CCC(C(N)=O)CC1)S2 (stereo not given)	-1	-2	-4
S=c1[nH]c2cc(Cl)cnc2[nH]1	x	5	-4
CCC(CC)C(=O)N(C)c1c(C)nc2c(OCc3ccc(Cl)cc3Cl)cccn12	-1	-5	10
Cc1csc(CCNC2(P(=O)(O)O)CCCC(C)C2)n1 (stereo not given)	x	-13	11
Cc1nn(-c2ccc([N+](=O)[O-])cc2)c(C)c1C(=O)N(C)Cc1ccccc1	-3	-1	-2
COc1ccc(-c2cc(C(F)(F)F)nc(-n3cc(Cl)cn3)n2)cc1	x	-10	11
O=C(C1CCN(c2cnc(N3CCSCC3)nc2)CC1)N1CCC2(CC1)OCCO2	-7	-15	x
O=C1C(=O)N(CN2CCc3sccc3C2c2cccs2)c2ccc(F)cc21 (stereo not given)	x	4	3

Fetched by compound from above:
SMILES	mcGAS inh	hcGAS lum	NPYLR7 ag
O=C(Cc1cc(F)cc(F)c1)N1CCC(n2c(-c3ccccc3)nc3ccc(F)cc32)CC1	-4	-1	9
CS(=O)(=O)N1CCN=C1SCc1ccc(C(F)(F)F)cc1	-8	-6	9

Next part
SMILES	mcGAS inh	hcGAS lum	NPYLR7 ag
COCCNC(=S)Nc1c(C)n(C)n(-c2ccccc2)c1=O	-1	4	-10
Fc1ccc(-c2cnc(CSc3nnc(C4CC4)n3C3CC3)o2)cc1	x	-4	6
CCCCC1C=CCN1C(=O)c1cc2n(n1)CCCN(C(C)=O)C2 (stereo not given)	x	0	8
CSc1ncc(CNCc2ccc(C)o2)c(N2CCC(N3CCCCC3)CC2)n1	-3	-1	3
Cc1cccc(C)c1N1CC(c2nc3ccccc3n2CC(=O)N2CCCCCC2)CC1=O (stereo not given)	-3	-9	3
O=C(NCCN1CCCCC1)C1CSC(C2CCCCC2)N1C(=O)c1ccc(F)cc1 (stereo not given)	-6	-7	x
CCc1nc(C)ccc1OCC(=O)NC1C=CS(=O)(=O)C1 (stereo not given)	x	-3	3
COc1cn(CC(=O)Nc2ccc(C)cc2C)c(CN2CCN(c3ccccc3)CC2)cc1=O	-8	-8	-4
CC(=O)N1CCC(C(=O)N(C)CC2CCCCC2)CC1	x	-7	-3
CCC(CC(C)CO)NC(=O)c1ccc(Cl)c(S(=O)(=O)N(C)C)c1 (stereo not given)	x	-1	8
FC1(F)CN[C@H](c2nc(C3CC3)no2)C1	-3	4	x
CN1CCn2nc(C(=O)N(C)CCn3ccc4ccccc43)cc2C1	-7	-1	-1
C=CCOC(=O)C1=C(C)NC(=O)NC1c1ccc(OC)c(OC)c1 (stereo not given)	x	-2	0
CC(NC(=O)c1ccc2c(c1)NC(=O)CCS2)c1ccc(-n2ccnc2)cc1 (stereo not given)	x	-6	7
CC(=O)c1ccc(C(=O)N(CCCN(C)C)c2nc3c(C)cccc3s2)cc1	-6	-2	0
CCCCC(CC)C(=O)Nc1c(-c2ccc(OC)cc2)nc2ccccn12 (stereo not given)	-6	-5	-2
CCOC(=O)c1nn(Cc2ccncc2)c2c1CN(C(=O)CCc1ccc3c(c1)OCO3)CC2	-7	-18	21
CN(Cc1n[nH]c2c1CCCC2)C(=O)C1CCC(=O)N(CCN2CCOCC2)C1 (stereo not given)	-3	-2	-4
Cc1cccc(Cn2c(C)c(C)c(C)c2C(=O)NCc2ccc(F)cc2)c1	-12	-8	x
CN(Cc1cccc(Cl)c1)Cc1nc2scc(-c3ccc(F)cc3)c2c(=O)[nH]1	x	-6	9
CS(=O)(=O)N1CCc2cc(S(=O)(=O)Nc3ccc4c(c3)OCO4)ccc21	x	-1	-3
Cc1cncc(NCc2ccc3c(c2)OCO3)n1	x	-9	0
FC(F)(F)c1nnc2ccc(-n3ccnc3)nn12	0	2	1
O=C(NCCOc1ccc2nnc(-c3ccc(F)cc3)n2n1)c1cc(-c2ccco2)[nH]n1	x	11	3
CC(C)CCN1CCN(Cc2nc3ccccc3s2)CC1CCO (stereo not given)	-7	1	14
O=C(c1ccc(=O)[nH]n1)N1CCN(Cc2ccc(-c3ccc(Br)cc3)s2)CC1	x	-4	4
Cc1cc(O)c(C(c2ccccc2)N2CCN(c3ccc(F)cc3)CC2)c(=O)n1Cc1cccnc1 (stereo not given)	x	-1	7
Cn1c(=O)n(C)c2cc(Cl)ccc21	-3	8	-1
CC1(C(=O)NS(=O)(=O)c2ccc(Br)cc2)CCN1C(=O)CC1CCCC1 (stereo not given)	x	5	9
O=C(c1csc(CSc2nnc(-c3cccnc3)n2-c2ccccc2F)n1)N1CCN(C(c2ccccc2)c2ccccc2)CC1	2	4	-6
CN(Cc1nc(-c2ccncc2)no1)C(=O)c1cccc2ccnn12	x	-3	6
COC(=O)c1ccc(C(=O)Nc2cccc3c2C(=O)N(C)C3=O)cc1	x	5	-5
Cc1cc(C)nc(Nc2ccc([N+](=O)[O-])cc2O)n1	-7	-5	1
Cc1cccc2c(CCC(=O)n3ncc(C#N)c3N)c[nH]c12	x	-9	4
NC(=O)c1nc(-c2cc(Br)ccc2O)nc2c1[nH]c(=O)n2-c1ccc(F)cc1	-8	-9	1
CC1CCCCC12NC(=O)N(CN(C)Cc1ccccc1Cl)C2=O (stereo not given)	-8	-4	14
CCCn1ccnc1-c1nccn1-c1ccc(OC)nc1OC	1	1	-12
CCc1nc(CN2CC(CC(C)C)CC2=O)cs1 (stereo not given)	-8	-16	x
CCOC(=O)c1nn(-c2ccccc2Cl)c(=O)cc1OCC(=O)Nc1c(C)cc(C)cc1C	x	-2	9
Cc1nc(C)c2c(n1)OC(CN1CCc3onc(-c4cccc(F)c4)c3C1)C2 (stereo not given)	-12	-3	33
COCCCNC(=O)c1cc(NC(=O)c2cc(C(F)(F)F)cc(C(F)(F)F)c2)ccc1N1CCCC1	-5	-6	4
COc1cccc(CN(C)C(C)c2nc(C)sc2C)c1F (stereo not given)	-11	-8	1
COc1ccc(OCc2nc(C(=O)Nc3ccccc3)cs2)cc1	-6	-4	-5
O=S(=O)(CCC1CCCO1)NC(c1cc(F)ccc1F)C1CC1 (stereo not given)	x	-9	4
Cc1ccc(CNS(=O)(=O)NCc2ccccc2)c(F)c1F	x	-5	7

Already shown: an excerpt of the list.
SMILES	mcGAS inh	hcGAS lum	NPYLR7 ag
O=S(=O)(CCC1CCCO1)NC(c1cc(F)ccc1F)C1CC1 (stereo not given)	x	-9	4
Cc1ccc(CNS(=O)(=O)NCc2ccccc2)c(F)c1F	x	-5	7

Part of the list above, field by field:
> COc1cccc(CN(C)C(C)c2nc(C)sc2C)c1F (stereo not given)
  mcGAS inh: -11	hcGAS lum: -8	NPYLR7 ag: 1

> O=S(=O)(CCC1CCCO1)NC(c1cc(F)ccc1F)C1CC1 (stereo not given)
  mcGAS inh: x	hcGAS lum: -9	NPYLR7 ag: 4

Other compounds follow.
SMILES	mcGAS inh	hcGAS lum	NPYLR7 ag
CC1(C)OCC(CN2C(=O)c3ccccc3NC2/C=C/c2ccco2)O1 (stereo not given)	-2	-6	-1
O=C1OC(c2ccc(Br)cc2)=N/C1=C\c1coc2c(Cl)cc(Cl)cc2c1=O	-4	-3	8
COc1cccc(C2=NN(C(=O)CN3CCN(c4ccccc4F)CC3)C(c3ccccc3Cl)C2)c1 (stereo not given)	-3	-4	8
CCC(C)N(CC(=O)N(CCOC)Cc1cccn1Cc1ccccc1)C(=O)CCc1ccccc1 (stereo not given)	-3	-1	2
O=C1CCCN1c1ccccc1NCc1cc2ccccc2nc1Cl	x	0	-4
CCOC(=O)C(Cc1ccccc1)SC#N (stereo not given)	2	5	-8

High-throughput results (PubChem)
